rCAG RNA binder = binds r(CAG) RNA repeats; r(CAG) RNA repeat, TO-PRO-1 dye displacement fluorescence; inhibition, % at 3 µM; hit rate 1.3% among 370,000;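 active = inhibition above the plate cutoff, the mean of all test compounds on that plate plus 3 SD, cut at about 35% in these data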;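 also: 0% = DMSO alone and 100% = 100 µM mitoxantrone as full dye displacement; higher means more dye released from RNA so lower well fluorescence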
SIAE inh = inhibitors of human sialic acid acetylesterase SIAE; SIAE FP-Rh probe binding, fluorescence polarization; hit rate 0.69% among 370,000; Q9HAT2; inhibition, % at 9.66 µM; AID 1053197;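 active = inhibition above a cutoff: mean of compounds within the control limits plus 3 SD of those, cut at about 17% in these data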;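 also: 0% = plate median of compound wells and 100% = probe without SIAE protein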
Target sequence (Q9HAT2 whole entry, looked up): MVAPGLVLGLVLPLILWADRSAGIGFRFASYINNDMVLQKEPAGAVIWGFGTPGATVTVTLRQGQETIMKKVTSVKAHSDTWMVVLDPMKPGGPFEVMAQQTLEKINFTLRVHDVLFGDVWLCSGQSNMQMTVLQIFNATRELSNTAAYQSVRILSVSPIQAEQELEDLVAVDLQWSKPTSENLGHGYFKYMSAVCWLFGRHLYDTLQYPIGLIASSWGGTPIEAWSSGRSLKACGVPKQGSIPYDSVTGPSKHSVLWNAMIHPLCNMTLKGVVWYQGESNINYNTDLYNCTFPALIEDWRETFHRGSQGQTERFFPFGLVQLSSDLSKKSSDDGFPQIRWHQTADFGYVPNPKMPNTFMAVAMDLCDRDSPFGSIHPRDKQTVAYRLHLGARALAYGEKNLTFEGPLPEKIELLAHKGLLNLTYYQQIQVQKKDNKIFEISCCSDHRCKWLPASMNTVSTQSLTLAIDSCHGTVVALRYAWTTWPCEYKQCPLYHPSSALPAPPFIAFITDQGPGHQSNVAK
TCR-CD3 inh = human TCR-CD3 binding inhibition; inhibition, % at 9.4 µM; TAMRA-labeled TCR probe fluorescence, biochemical; hit rate 0.37% among 360,000; AID 651800; in the data active = inhibition above about 19%;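 also: recombinant mutant TCR 2C K166C tagged with TAMRA read by polarization; 0% = receptor in buffer alone and 100% = receptor with positive control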
HTRA1 inh = blocks human HTRA1 serine peptidase; hit rate 0.5% among 340,000; inhibition, % at 5.96 µM; recombinant HTRA1, FP-rhodamine activity-based probe, fluorescence polarization; Q92743; in the data active = inhibition above about 36%;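 also: 0% = enzyme with DMSO and 100% = wells lacking enzyme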
Target sequence (Q92743 whole entry, looked up): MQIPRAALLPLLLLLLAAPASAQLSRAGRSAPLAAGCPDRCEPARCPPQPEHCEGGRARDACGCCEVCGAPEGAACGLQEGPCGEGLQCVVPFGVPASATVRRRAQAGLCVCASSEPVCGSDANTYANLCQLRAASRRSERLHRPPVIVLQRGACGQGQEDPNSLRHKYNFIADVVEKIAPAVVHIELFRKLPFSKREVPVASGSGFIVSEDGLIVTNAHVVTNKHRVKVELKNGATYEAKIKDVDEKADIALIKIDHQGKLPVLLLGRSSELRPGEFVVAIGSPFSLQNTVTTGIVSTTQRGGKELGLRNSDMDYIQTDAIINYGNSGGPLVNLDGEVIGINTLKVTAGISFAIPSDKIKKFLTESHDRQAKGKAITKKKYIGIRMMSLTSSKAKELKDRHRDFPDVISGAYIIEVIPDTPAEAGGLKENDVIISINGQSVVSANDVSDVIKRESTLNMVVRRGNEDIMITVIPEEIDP
LEDGF integ inh = blocks HIV-1 LEDGF/p75-dependent DNA integration; hit rate 0.64% among 370,000; TR-FRET IN-LEDGF/p75 DNA integration, Eu/Cy5; inhibition, % at 3.7 µM;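 active = inhibition above the screen-wide mean plus 3 SD, cut at about 13% in these data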;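 also: signal is the Cy5 over europium emission ratio at 671 and 618 nm; 0% = plate median of compound wells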
PRMT1 inh = blocks human protein arginine methyltransferase 1; inhibition, % at 2.79 µM; AID 652257; hit rate 1.3% among 370,000; recombinant PRMT1, activity-based probe fluorescence polarization;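 active = inhibition above about 21% made by adding two undisclosed values, limit read from the data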
Rev-erbA mod = modulates human Rev-erb alpha binding to DNA. Rev-erbα–FITC-DNA binding, fluorescence polarization, 90 min. activity, % at 10 µM. hit rate 0.79% among 370,000. AID 1259318;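 active = activity above about 14%, limit read from the data; passing the limit was not always enough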;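 also: 0% = DMSO wells with 35 nM protein and 100% = DMSO wells with 750 nM protein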
ABHD4 inh = ABHD4 (mouse) inhibition, primary FP screen. Q8VD66. hit rate 0.54% among 370,000. AID 720543. purified mABHD4, FP-Rh probe fluorescence polarization. inhibition, % at 8.92 µM;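 active = inhibition exceeding the mean over every tested compound plus 3 SD, cut at about 30% in these data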;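 also: 0% = plate median of compound wells and 100% = S159A mutant with DMSO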
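assay system = mABHD4 protein | compound dosing = single nominal dose of 8.92 µM, 0.89% DMSO final | read-out basis = percent inhibition of probe binding, normalized to plate controls | schedule = Enzyme–compound pre-incubation 45 min, then probe 60 min, both 25 °C | detection = fluorescence polarization, excitation 525 nm, emission 598 nm, BODIPY TMR filters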
PG9 binder = binds the HIV-1 gp120 antibody PG9 | TR-FRET gp120-PG9 antibody binding | inhibition, % at 6.7 µM | hit rate 0.43% among 360,000 | AID 624416; in the data active = inhibition above about 8.5%
TDP2 absorb = TDP2 (human) inhibition, absorbance primary screen. O95551. recombinant TDP2, T5PNP hydrolysis, p-nitrophenol absorbance 415 nm. inhibition, % at 12.8 µM. hit rate 0.34% among 370,000. AID 720702;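 active = inhibition above the mean of all tested compounds plus 3 SD, set per campaign, cut at about 25% in these data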;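 also: 0% = DMSO with enzyme and 100% = buffer with substrate but no TDP2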
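Incubation: 2 h at 37 °C; Test system: recombinant human TDP2; Quantity: enzyme 120 nM; Read-out basis: percent inhibition; Medium: 50 mM Tris-HCl pH 7.5 with Mg2+, KCl, DTT, BSA; Repeats: single replicate; Compound: 12.8 µM single point, 1% DMSO; Signal: epi absorbance; Reagent: 5 mM T5PNP chromogenic substrate; Benchmarks: no-enzyme high, DMSO-plus-enzyme low.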
* hit, by the source's call; · = no result given.

Start of the data: the first two compounds, to show the layout:
SMILES | rCAG RNA binder | SIAE inh | TCR-CD3 inh | HTRA1 inh | LEDGF integ inh | PRMT1 inh | Rev-erbA mod | ABHD4 inh | PG9 binder | TDP2 absorb
COC(=O)c1sccc1NC(=O)CC1C(=O)NCCN1C(=O)Nc1ccccc1 (configuration not stated) | 7 | 1 | -13 | 3 | 4 | 0 | 7 | -2 | -0.2 | 9
Cc1cc(C(=O)N/N=C/c2ccc(-c3cccc(Cl)c3)o2)n[nH]1 | 5 | -7 | 9 | -9 | -2 | -3 | 6 | -2 | -2.9 | 5

The list itself (from the top)
SMILES | rCAG RNA binder | SIAE inh | TCR-CD3 inh | HTRA1 inh | LEDGF integ inh | PRMT1 inh | Rev-erbA mod | ABHD4 inh | PG9 binder | TDP2 absorb
COC(=O)c1sccc1NC(=O)CC1C(=O)NCCN1C(=O)Nc1ccccc1 (configuration not stated) | 7 | 1 | -13 | 3 | 4 | 0 | 7 | -2 | -0.2 | 9
Cc1cc(C(=O)N/N=C/c2ccc(-c3cccc(Cl)c3)o2)n[nH]1 | 5 | -7 | 9 | -9 | -2 | -3 | 6 | -2 | -2.9 | 5
O=C(CSc1nnc(C2CC2)n1-c1ccccc1)N1CCCC1 | 0 | 1 | 0 | 2 | 1 | 4 | 0 | 2 | 1.2 | 5
Cc1ccc(S(=O)(=O)N2CCCC2CNC(=O)c2ccc3c(c2)OCO3)cc1 (configuration not stated) | 3 | 0 | 3 | -15 | 1 | 0 | -2 | 9 | -0.6 | -1
COc1ccccc1NS(=O)(=O)c1ccc2c(c1)NC(=O)CC(=O)N2 | 2 | 9 | 9 | 10 | 2 | -2 | -2 | -2 | 0.1 | 8
COCCn1c(SCc2ccc(C(=O)OC)o2)nc2cc(Cl)ccc2c1=O | -1 | 3 | 1 | -11 | 1 | -1 | -4 | 0 | -0.7 | -9
CCCCOc1ccc(S(=O)(=O)NC(=O)C2(C)CCN2C(=O)c2cccc(F)c2)cc1 (configuration not stated) | 27 | 1 | -4 | · | -3 | 0 | 0 | 2 | 0.4 | 3
O=c1nc(-c2ccccc2)nc(-c2ccccc2)[nH]1 | 0 | -7 | -16 | 4 | -4 | 5 | 2 | -1 | -0.5 | 7
COc1cccc(C(=O)C2CCCN(Cc3cccc(-n4nc(C)cc4C)c3)C2)c1 (configuration not stated) | -13 | 6 | -2 | -15 | -1 | -4 | 1 | 2 | -1.2 | 5
Cc1nn(C)cc1C(=O)/C=C/c1ccc([N+](=O)[O-])cc1 | -1 | 5 | 1 | 5 | -5 | 0 | 3 | 3 | -1.6 | 11
COc1ccc(C(=O)N2CCN(C(=O)Cc3ccccc3)CC2)cc1OC | -7 | 4 | -1 | 4 | -3 | 1 | 2 | 3 | -0.5 | -3
CC(=O)c1sc(NC(=O)c2cccs2)nc1C | 0 | -6 | -6 | 3 | -7 | 2 | 0 | -1 | -0.7 | -4
Cc1ccc2[nH]c(-c3cccc(F)c3)cc(=O)c2c1 | 5 | -2 | 2 | -3 | 2 | -2 | -2 | 2 | -0.8 | -3
COc1cccc(/C=c2\sc3nc(-c4cccs4)nn3c2=O)c1OC | 3 | -6 | 6 | 7 | -1 | -1 | -2 | 1 | -1.4 | -8
O=C(COc1ccccc1CNC[C@H]1O[C@@H](n2ccc(=O)[nH]c2=O)[C@H](O)[C@@H]1O)N1CCCCC1 | 2 | -4 | 0 | · | 1 | -9 | 0 | 2 | 1.1 | -8
CCN(c1ccccc1C)S(=O)(=O)c1cc2c3c(c1)CCC(=O)N3CCC2 | -4 | -4 | 4 | -3 | 2 | 0 | 28* | 3 | -1.6 | 13
CC(=O)N1c2ccc(S(=O)(=O)N3CCC(C(=O)N4CCN(c5cc(Cl)ccc5C)CC4)CC3)cc2CC1C (configuration not stated) | 13 | -4 | -9 | -27 | 2 | -3 | 4 | -2 | -1.1 | -15
C[C@H](CO)N1C[C@H](C)[C@@H](CN(C)C(=O)NC2CCCCC2)OCc2cnnn2CCCC1=O | 3 | 2 | 4 | 4 | -3 | 1 | 3 | 2 | -0.3 | 3
CCOC(=O)c1sc(C)c2c1NC(c1ccc(N(C)C)cc1)NC2=O (configuration not stated) | 0 | 3 | 2 | -1 | 0 | 2 | 2 | 13 | 4.8 | 6
COc1ccc(S(=O)(=O)Cc2ccc(C(=O)NCc3ccco3)o2)cc1 | 6 | 0 | -5 | 4 | -5 | 2 | 4 | -1 | 0.2 | -1
CCn1c(SCC(=O)Nc2cc(C)on2)nnc1-c1cccs1 | -5 | 4 | 5 | 2 | -1 | -5 | 1 | 1 | -1.0 | 15
CC(C)n1nnnc1C(c1ccc(F)cc1)N1CCN(C2CCCC2)CC1 (configuration not stated) | -4 | -1 | 2 | 1 | -2 | 0 | 2 | -1 | -3.2 | -17
CCN(Cc1ccccc1)S(=O)(=O)c1cc(C(=O)NCC2CCCCC2)ccc1OC | -2 | -8 | 5 | -59 | 3 | 2 | 5 | -13 | -0.9 | -1
O=[N+]([O-])c1cccnc1Oc1ccc(F)cc1 | -1 | -2 | -2 | -6 | 2 | 3 | 4 | 2 | 0.9 | 4
CCCCC(=O)N1CCN(c2nc(-c3ccc(F)cc3)cs2)CC1 | -5 | 5 | -11 | 1 | 0 | 0 | -1 | 9 | -0.1 | 1
O=C(O)C1CSC(c2ccc3c(c2)OCO3)N1 (configuration not stated) | 13 | 7 | -5 | -13 | 3 | 27* | 4 | 0 | -3.0 | -15
Cc1cc(C)n(-c2nc3c(c(=O)[nH]c(=O)n3C)n2Cc2ccc(F)cc2)n1 | -5 | 8 | 2 | -3 | -1 | -2 | -4 | -6 | -3.4 | 4
C[C@H]1CC[C@@]2(O[C@H](CCO)C[C@H](O)[C@H]2O)O1 | 2 | 4 | 0 | 0 | 0 | 2 | 2 | 4 | -1.9 | 5
COc1cccc(NC(=O)CN(C)CC(=O)Nc2ccccc2-c2ccccc2)c1 | -6 | 2 | -6 | -5 | -2 | 4 | -4 | 14 | -1.2 | 2
O=C(NC1CCCCC1)N1CCN(c2ccccc2)CC1 | -3 | -2 | -8 | 1 | -5 | 0 | 7 | 4 | -0.9 | 0
CC(C)Cn1c(CN2CCN(C)C(CCO)C2)nc2ccccc21 (configuration not stated) | -5 | -1 | -1 | 6 | -4 | 2 | -8 | 5 | 2.1 | -6
CCCOc1ccc(C(C)=O)cc1CC(C(N)=O)C(N)=O | 2 | 2 | -4 | 6 | -2 | -4 | -1 | -2 | 0.9 | -7
COc1ccc(CC(=O)Nc2ccc3c(c2)C(=O)N(CCC(=O)O)C3=O)cc1 | 7 | -7 | 2 | 3 | 2 | 2 | 3 | -13 | -1.6 | 2
COc1ccc(/C=C2\SC(=S)N(CCC(=O)N(CCO)Cc3ccccc3)C2=O)cc1OC | 17 | -15 | -9 | -24 | -2 | 9 | 2 | -8 | 1.6 | -2
CC(=O)NCCn1c(SCC(=O)NC2CCCCC2)nc2ccccc2c1=O | -2 | -11 | 0 | 3 | 3 | -1 | 0 | -4 | -0.1 | -6
O=C1c2ccccc2C(=O)C1c1ccncc1 | 0 | 0 | -2 | 5 | 1 | 3 | -1 | 2 | -2.3 | 2
COc1cccc(-c2nnc(SCC(=O)N3CCCc4ccccc43)o2)c1 | -6 | -1 | 3 | -11 | 1 | -1 | 0 | 0 | -0.1 | -6
O=C(Nc1nc(-c2ccccn2)cs1)Nc1ccc(F)cc1F | 14 | 2 | -3 | 1 | 9 | 5 | 1 | -7 | 0.3 | -4
COc1ccc(/C=C2/SC(=S)N(c3ccc(S(=O)(=O)Nc4nccs4)cc3)C2=O)cc1 | 73* | -51 | 6 | -15 | 2 | 11 | -5 | -3 | 0.5 | 2
CSCc1cc(N(C)c2ccccc2)nc(-c2ccccc2)n1 | -4 | 1 | 7 | -11 | 0 | 2 | 13 | -4 | -2.8 | -6
Cc1ccc(O)c(CNc2nccs2)c1 | 1 | 11 | 7 | -1 | 2 | -2 | 4 | 1 | -2.6 | -7
CCOC(=O)C1CCN(S(=O)(=O)c2ccc3c(c2)CC(C)N3C(=O)C2CC2)CC1 (configuration not stated) | 1 | -2 | 4 | 0 | -9 | 7 | 1 | -8 | 1.4 | -17
NC(=O)c1ccccc1NC(=O)CC1(CC(=O)O)CCCC1 | 2 | -6 | 0 | 7 | 2 | 5 | 6 | 1 | 0.3 | -1
Cc1cc(C)cc(N(CC(=O)NC2CCC(C)CC2)S(=O)(=O)c2c(C)noc2C)c1 (configuration not stated) | -1 | 6 | 2 | -9 | -3 | 8 | 6 | -6 | -1.8 | -9
CN(C(=S)Nc1ccc(Oc2ccccc2)cc1)C1CCCCC1 | -1 | -4 | -4 | -19 | -2 | 0 | -7 | -9 | -0.2 | -7
O=C(CSc1nnnn1-c1ccccc1)c1cc2ccccc2oc1=O | 15 | 0 | 5 | -2 | -1 | 3 | -1 | 1 | 1.5 | -4
COc1cccc(C(=O)Nc2cc(NC(=O)c3cccs3)ccc2C)c1 | 6 | 0 | -7 | -25 | -1 | 2 | -2 | -5 | -0.4 | -3
CC(C)(C)NC(=O)NC(=O)COC(=O)Cc1c(Cl)cccc1Cl | -6 | -6 | 6 | 22 | 0 | 7 | 4 | -1 | 0.0 | -5
Cc1ccccc1CN1CCN(CC(=O)NCc2ccc3c(c2)OCO3)C1=O | -3 | 2 | 8 | 2 | 3 | -3 | 1 | -3 | 0.8 | -6
COc1ccc(NC(C)=O)cc1S(=O)(=O)NC(C)c1ccc(-n2ccnc2)cc1 (configuration not stated) | 1 | -1 | -6 | 7 | -5 | 3 | -6 | 7 | -1.4 | -14
O=C(CN1CCN(S(=O)(=O)/C=C/c2ccccc2)CC1)NC(=O)NCc1ccco1 | 5 | -6 | 6 | 0 | 3 | 2 | -2 | 4 | 1.0 | -7
O=[N+]([O-])c1cc(N=Nc2ccc3ccccc3c2)ccc1O | 8 | -1 | -8 | 9 | -4 | 3 | 3 | 23 | -1.7 | -6
CCOC(=O)c1c(C)[nH]c(C)c1C(=O)CSc1nc(N)cc(=O)[nH]1 | -1 | 10 | -12 | -3 | 5 | -2 | -2 | -1 | 1.6 | 3
O=S(=O)(Nc1ccc(O)c2ncccc12)c1ccccc1F | 18 | 29* | 29* | · | 29* | 3 | -14 | 39* | -4.7 | 14
O=C(NC1CC1)C1=C[C@@H](c2coc3ccccc3c2=O)C[C@@H](OCCCCO)O1 | 1 | -1 | -4 | -11 | 2 | -1 | -4 | 3 | -0.9 | -6
COc1ccc(-c2csc3ncnc(NCCN4CCOCC4)c23)cc1 | -9 | 2 | -2 | 7 | 0 | 4 | 4 | -3 | -2.2 | -2
O=P(c1ccccc1)(c1ccccc1)c1cnc2ccccn12 | · | 2 | · | · | -4 | 4 | 2 | 4 | · | -1
Cn1c(N)c(N=O)c(=O)n(C)c1=S | 2 | 0 | 1 | 10 | -3 | -7 | 5 | 4 | -6.5 | 6

This is a subset; rates above refer to the full screens.
